Bioassay records (PubChem BioAssay)
p97 ATPase inh = inhibitors of human p97 ATPase. P55072. recombinant p97 ATPase, Kinase-Glo ATP luminescence, 3 h. inhibition, % at 8 µM. actives 0.42% (n = 220,000). AID 1481; in the data active = inhibition above about 15%;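 also: 0% = DMSO vehicle and 100% = wells lacking enzyme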
p47phox inh = blocks human p47phox regulatory protein of NADPH oxidases | P14598 | p47phox/p22phox peptide binding, fluorescence polarization, 2 h | inhibition, % at 24.7 µM | actives 0.53% (n = 220,000);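 active = inhibition above about 30%, limit read from the data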;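 also: 0% = p47phox with labelled peptide and 100% = labelled peptide alone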
EBV gp42 inh = EBV gp42 inhibition; Q1HVG2; inhibition, % (tested at 21.74 µM); actives 0.42% (n = 220,000); AID 1085; Fluorescence polarization binding assay, mP read-out; in the data active = inhibition above about 50%
Target sequence (Q1HVG2 whole entry, looked up): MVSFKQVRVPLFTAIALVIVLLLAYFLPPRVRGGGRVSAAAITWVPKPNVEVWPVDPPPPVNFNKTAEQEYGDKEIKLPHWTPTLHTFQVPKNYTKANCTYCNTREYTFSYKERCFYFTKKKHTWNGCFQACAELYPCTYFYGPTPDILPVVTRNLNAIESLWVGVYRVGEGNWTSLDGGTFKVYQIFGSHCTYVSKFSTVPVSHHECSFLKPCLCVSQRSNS
Furin inhibitor = human furin inhibition. inhibition, % at 30 µM. actives 0.061% (n = 220,000). purified furin, fluorogenic substrate cleavage. P09958. AID 463115; in the data active = inhibition above about 25%; also: inactives centre near -15
Target sequence (P09958 108-714 limits assumed): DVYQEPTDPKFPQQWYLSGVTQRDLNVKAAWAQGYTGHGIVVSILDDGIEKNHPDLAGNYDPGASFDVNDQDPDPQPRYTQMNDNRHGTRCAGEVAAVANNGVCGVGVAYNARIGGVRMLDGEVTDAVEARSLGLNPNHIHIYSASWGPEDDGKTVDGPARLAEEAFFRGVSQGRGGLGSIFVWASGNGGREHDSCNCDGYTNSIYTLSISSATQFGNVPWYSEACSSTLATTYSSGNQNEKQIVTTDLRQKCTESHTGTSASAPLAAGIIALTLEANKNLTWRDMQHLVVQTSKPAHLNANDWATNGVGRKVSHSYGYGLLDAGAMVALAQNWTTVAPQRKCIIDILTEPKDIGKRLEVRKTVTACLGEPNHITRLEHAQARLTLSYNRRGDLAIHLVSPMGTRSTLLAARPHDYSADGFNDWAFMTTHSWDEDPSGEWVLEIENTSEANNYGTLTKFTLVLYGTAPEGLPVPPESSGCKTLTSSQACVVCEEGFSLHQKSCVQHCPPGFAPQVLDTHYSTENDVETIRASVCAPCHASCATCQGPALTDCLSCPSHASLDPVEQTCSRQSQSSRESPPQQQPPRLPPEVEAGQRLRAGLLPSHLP
m-calpain inh = blocks pig calpain II enzyme activity | purified calpain II, fluorogenic peptide substrate, 30 min | inhibition, % at 16 µM | actives 0.37% (n = 220,000) | AID 1236;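 active = inhibition above about 50%, limit read from the data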
TbHK1 inh = T. brucei hexokinase 1 inhibition | recombinant TbHK1, G6PDH-coupled NADH A340 | inhibition, % at 10 µM | actives 0.11% (n = 220,000) | AID 1430;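 active = inhibition of 50% or more in the single-dose primary screen; inactive = inhibition below 50%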
RBBP9 inhibitor = inhibitors of human serine hydrolase RBBP9. inhibition, % at 7.94 µM. O75884. actives 0.2% (n = 220,000). recombinant RBBP9, FP-Rh probe fluorescence polarization. AID 1515;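 active = inhibition above the campaign mean of all tested compounds plus 3 SD, cut at about 14% in these data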;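 also: plate controls were DMSO wells with RBBP9 for no effect and wells lacking RBBP9 protein for full effect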
Target sequence (O75884 whole entry, looked up): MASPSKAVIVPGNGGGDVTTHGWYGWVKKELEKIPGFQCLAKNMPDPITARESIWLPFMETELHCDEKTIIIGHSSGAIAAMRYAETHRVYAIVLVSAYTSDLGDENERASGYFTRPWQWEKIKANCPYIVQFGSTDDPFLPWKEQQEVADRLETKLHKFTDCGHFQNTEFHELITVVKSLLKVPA
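system = RBBP9 protein | input = RBBP9 at 2.5 µM in dispensed solution, before mixing | measured by = fluorescence polarization (mP), excitation 525 nm, emission 598 nm | incubation = enzyme-compound preincubation 30 min, then probe labeling 45 min, 25 °C | buffer or medium = Tris-NaCl-Pluronic buffer, pH 8.0 | compound = single dose 7.94 µM | also added = FP-Rh probe, 375 nM dispensing solution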
Runt-SMMHC FRET = blocks binding of human RUNX1 Runt domain to CBFb-SMMHC; Cerulean-Runt/Venus-CBFb-SMMHC FRET ratio 530/480, 1 h; inhibition, % at 20 µM; actives 0.74% (n = 220,000); AID 1434;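 active = mean inhibition across duplicate retests at 20 µM reaching about 50%, limit read from the data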;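 also: 0% = DMSO wells and 100% = wells with excess untagged CBFb-SMMHC; inhibitors lower the FRET ratio by blocking Runt binding to CBFb-SMMHC; some results filed as inactive read as strong as hits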
Runt-CBFb FRET = inhibitors of human RUNX1 Runt domain binding to CBFb; inhibition, % at 20 µM; Q01196+Q13951; Cerulean-Runt/Venus-CBFb FRET ratio 530/480, 1 h; actives 0.46% (n = 220,000);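 active = inhibition over about 50% at 20 µM in the single-dose screen, limit read from the data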;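 also: 0% = DMSO wells and 100% = excess unlabeled CBFb competitor control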
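Schedule: protein complex preformed 1 h, compound exposure 1 h, room temperature, dark; test system: Cerulean-labeled Runt domain protein; amount: 100 nM per protein; buffer or medium: Tris 50 mM pH 7.5, KCl, K2SO4, 0.01% BSA; read-out: loss of energy transfer signal; detection: FRET fluorescence; controls: 5 µM unlabeled CBFb as full-inhibition high control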
Numbers without * were called inactive; i = inactive; · = no result given; [ ] = another dose, or the depositor's remark. An unsorted share of the library. Share with any hit: about 2.7%.

The line under a structure holds: p97 ATPase inh, p47phox inh, EBV gp42 inh, Furin inhibitor, m-calpain inh, TbHK1 inh, RBBP9 inhibitor, Runt-SMMHC FRET, Runt-CBFb FRET
> COc1ccc(S(=O)(=O)Nc2ccc(O)c3ccccc23)cc1
    6, -17, -6, -28[20 µM], -6, 5, 3, 5, 15
> CCSc1n[nH]c(=S)s1
    5, -6, -35, -23, -19, -9, -4, 21, 12
> COc1ccccc1NS(=O)(=O)c1cc(NC(=O)Cn2cnc3c2c(=O)n(C)c(=O)n3C)ccc1C
    1, 4, -11, -17, 6, 2, -3, -3, -3
> CCOP(=O)(OCC)C(NC(=O)Nc1ccc(C)cc1)C(N)=O (centres undefined)
    4, -4, -3, -18, -17, -6, 2, 67, -1
> CCOC(=O)c1cc(C)sc1NC(=O)CCC(=O)O
    1, -2, -21, -22[20 µM], 6, -2, 0, -2, 4
> CCOC(=O)c1cc(NC(=O)N(CC)CC)c(C)nc1C
    -3, -5, -18, -19[20 µM], -7, 2, -7, -6, 1
> Cc1sc2ncnc(OCc3nnc(-c4cccs4)o3)c2c1C
    5, -18, -32, -20, -17, -7, 3, -5, 0
> O=C(CSCc1ccccc1Cl)Nc1ccc2c(c1)OCCO2
    -1, 0, -4, -12, 10, -4, -9, -4, 2
> COc1ccc2nc(SCC(=O)C(C)(C)C)[nH]c2c1
    5, -10, -16, -11, 10, -10, -6, 2, 0
> COc1ccc(S(=O)(=O)N2CCC(C(=O)NCc3ccco3)CC2)cc1
    -2, -7, -27, -13[20 µM], 5, 3, -6, -3, -1
> COC(=O)C1CCN(C(=O)C23CCC(C)(C(=O)O2)C3(C)C)CC1 (centres undefined)
    2, -13, -17, -13[20 µM], -34, -1, -4, -3, -1
> O=C(NC(=S)NCC1CCCO1)c1cccs1 (centres undefined)
    5, -7, -11, -23, -3, 1, 2, 1, -3
> COc1ccc(CCN2C(=O)c3cccc4cccc(c34)C2=O)cc1OC
    5, -10, -17, -24, -74, -7, -8, 0, -5
> CC(C)c1ccc(C(=O)N2CCN(CCO)CC2)cc1
    -4, -10, -9, -10, -39, 2, 0, 1, 1
> CC(C)(C)c1ccc(OCC(=O)N/N=C/c2cc(Br)ccc2OC(=O)c2ccco2)cc1
    -5, 0, -21, -17[20 µM], -49, -2, -5, 2, 0
> O=C(CCNS(=O)(=O)c1ccc(Br)s1)NC1CCCC1
    5, -3, -24, -31, -3, 1, -3, -4, -1
> OCCCCNc1cccc2ccccc12
    1, 42*, 3, -32, i, -4, 2, -11, 0
> Cc1ccc(S(=O)(=O)Nc2ccc(NC(=O)Nc3ccc(F)cc3F)cc2)cc1
    -1, -10, 19, -1, 10, 0, -8, 0, -2
> COc1ccc(Cc2nc(-c3ccc(Br)cc3)no2)cc1
    -5, -9, -8, -9, 7, 7, -10, 1, -3
> COCCNC(=O)NC(=O)CSc1nc(C)c(C)c(C)n1
    4, -6, 1, -16, -5, 1, 0, 28, 36
> O=S(=O)(NCc1ccccc1)c1ccc(F)cc1Br
    ·, -7, -14, -26, -4, 5, ·, 0, -1
> O=C(COc1ccccc1-c1ccccc1)N/N=C/c1ccccn1
    1, -8, -7, -17, -9, -1, -4, 1, -2
> Cc1oc2c(cc(NS(=O)(=O)c3ccc4c5c(cccc35)C(=O)N4)c3ccccc32)c1C(=O)OC(C)C
    3, -80, -4, -9[20 µM], -168, -18, 7, 0, ·
> CCn1c(CSc2nc3ccccc3s2)nnc1SCC(N)=O
    3, -8, 1, -19[20 µM], 6, 0, 0, 3, -1
> O=C(Cn1cncn1)c1ccccc1
    1, -3, -6, -12, -15, -9, -8, -2, 3
> CS(=O)(=O)NCCSCc1ccccc1
    1, -6, -9, -28[20 µM], -17, -15, 1, -1, 1
> COCCn1c(-c2ccccc2F)n[nH]c1=S
    1, -4, -27, -25[20 µM], 5, 1, 1, -2, 7
> COc1ccc(CC(=O)N2CCN=C2SC)cc1OC
    6, -4, -6, -23, -15, -10, 0, -1, 0
> O=C(COC(=O)/C=C/c1ccc([N+](=O)[O-])cc1)NCC1CCCO1 (centres undefined)
    0, -6, -20, -14, -16, -18, 0, -3, 2
> COc1cc(Cn2c(-c3nonc3N)nc3ccccc32)ccc1C
    -6, -10, -6, -4[20 µM], -13, -15, -1, -1, 0
> O=[N+]([O-])c1cc(-c2nc3nc4ccccc4nc3n2CCc2ccccc2)cc([N+](=O)[O-])c1
    2, -17, -5, -14, -4, -6, -6, -4, 0
> CCOC(=O)C1CCN(C(=S)NC2CC3C=CC2C3)CC1 (centres undefined)
    3, -6, -13, -8, -1, -5, 8, -1, 1
> COc1ccc(NC(=O)C(NC(C)=O)C(=O)NCc2ccccc2Cl)cc1 (centres undefined)
    4, -8, -15, -25[20 µM], 1, 0, -3, -3, 1
> Cc1ccc(S(=O)(=O)N=Nc2c(O)[nH]c3ccccc23)cc1
    -4, 2, -6, -13[20 µM], 19, -14, -7, 1, 0
> COC(=O)C(C)Sc1nc2c(c(=O)[nH]c(=O)n2C)n1CCC(C)C (centres undefined)
    -4, -8, -14, -10[20 µM], -31, 7, -7, -7, -3
> CCOc1ccc2nc(NC(=O)CN3CCC(n4nnc5cc(F)ccc54)CC3)sc2c1
    6, -44, -12, -23, -36, -3, -8, 1, -4
> COc1ccc(NC(=O)C2CC(=O)N(c3cc(C)ccc3C)C2)cc1 (centres undefined)
    1, -6, -5, -32[20 µM], 40, 8, 5, -1, 1
> CCCCN(C)/C=N/c1c(C#N)cnn1-c1ccc(C)cc1
    -11, -2, 0, -15[20 µM], 0, -3, -8, -3, -2
> Cc1cnc(C)c(N2CCC(C(=O)NC(C)c3cccs3)CC2)n1 (centres undefined)
    -2, -10, -13, 17, -10, -4, 5, -4, 0
> CNC(=O)CSc1nnc(-c2cccs2)o1
    3, 1, -16, -18[20 µM], -18, -5, 6, 0, -1
> O=C(CN1CCN(c2ccc([N+](=O)[O-])cc2)CC1)Nc1ccccn1
    9, -3, -28, -4, 3, -3, 4, -7, -6
> Oc1ccccc1-c1nnc(-c2ccc(C(F)(F)F)cc2)o1
    2, -7, 6, -25, i, -2, -2, 1, -1
> CCN(Cc1ccccc1)S(=O)(=O)c1ccc(C(=O)Nc2nnc(-c3ccccc3OC)o2)cc1
    3, -3, -14, -35, -175, -6, -6, 2, -5
> CCn1cc(C(=O)N2CC=C(c3ccccc3)CC2)c(=O)c2ccc(C)nc21
    0, -6, -10, -23, -45, -30, -3, 0, ·
> O=C(CCCCCCCCN1C(=O)c2ccccc2C1=O)N1CCOCC1
    0, -5, -6, -8, 14, -15, -1, 0, 1
> CC(Oc1ccccc1)C(=O)Nc1nnc(C2CCCCC2)s1 (centres undefined)
    2, -2, -17, -24, -10, 0, -5, 1, 1
> O=C(Nc1ccc(F)cc1)Nc1nnc(-c2ccco2)s1
    3, -17, -8, -22, -17, -6, 0, 5, 5
> CC(C)NC(=O)C1CCN(C(=O)N(C)C)CC1
    0, 3, -14, -27, -36, -3, -1, 1, -1
> O=C1N/C(=N\N=C\c2cccs2)SC1Cc1cccc(Cl)c1 (centres undefined)
    8, -4, -7, -15, 6, -17, -7, -1, 0
> CCOc1cc(CNCCSc2nnnn2C)cc(Br)c1OCc1ccc(F)cc1
    3, -8, -4, -13, -5, -5, -1, -2, -1
> O=C(COC(=O)c1n[nH]c2ccccc12)Nc1ccccc1
    -5, -15, 5, -22, -6, -1, -7, 3, 0
> CC(=O)Nc1ccc(C(F)(F)F)cc1Cl
    5, -11, -8, -12, -7, -5, -1, 0, -2
> C[C@@H]1CC=C[C@H]2[C@H]1C(=O)N(Cc1ccccc1)[C@H]2c1ccc2ccccc2c1Br
    ·, -23, -5, -18, 3, -3, ·, 1, -1
> Cc1ccc(CNC(=O)CSc2nc3n[nH]c(C)c3c(=N)n2-c2cccc(C)c2)cc1
    1, 4, -1, -15[20 µM], -138, -11, -5, 1, 0
> CCCN1Cc2cccc(C(=O)N3CCN(c4ccccc4)CC3)c2C1=O
    -4, -12, -11, -6[20 µM], -9, 2, -12, -2, 2
> Cc1sc(N)nc1C12CC3CC(CC(C3)C1)C2
    3, -20, -23, -20, 7, 0, -8, 4, 10
> CCNC(=S)NNC(=O)c1cccnc1
    5, 8, -24, -22[20 µM], -4, -10, -9, -2, -1
> Cc1noc(C)c1COC(=O)c1cccc(S(=O)(=O)N2CCCCCC2)c1
    -3, -10, -9, -4, 30, -1, -7, 4, -1
> CCOc1cc(NC(=S)NCCCN2CCOCC2)c(OCC)cc1NC(=O)c1ccc(OC)cc1
    -5, -17, -5, -8, -11, -20, -1, ·, ·
> O=C(N/N=C/c1sc(=O)[nH]c1-[n+]1ccccc1)c1ccccc1[O-]
    7, 3, 41, 15, 17, -74, 6, -13, 2

Record cards (already shown). Screens in order: p97 ATPase inh	p47phox inh	EBV gp42 inh	Furin inhibitor	m-calpain inh	TbHK1 inh	RBBP9 inhibitor	Runt-SMMHC FRET	Runt-CBFb FRET
Profile of COCCNC(=O)NC(=O)CSc1nc(C)c(C)c(C)n1 : 4	-6	1	-16	-5	1	0	28	36
Profile of O=C(CCCCCCCCN1C(=O)c2ccccc2C1=O)N1CCOCC1 : 0	-5	-6	-8	14	-15	-1	0	1
Profile of COC(=O)C1CCN(C(=O)C23CCC(C)(C(=O)O2)C3(C)C)CC1 (centres undefined) : 2	-13	-17	-13[20 µM]	-34	-1	-4	-3	-1

The listing continues:
The line under a structure holds: p97 ATPase inh, p47phox inh, EBV gp42 inh, Furin inhibitor, m-calpain inh, TbHK1 inh, RBBP9 inhibitor, Runt-SMMHC FRET, Runt-CBFb FRET
> O=C(O)/C=C/c1ccc(S(=O)(=O)N(CCO)CCO)cc1
    2, 6, 4, -22, -4, 4, -3, 1, -1
> CCOc1ccc(Br)cc1/C=N/O
    1, -8, -24, -15[20 µM], 5, -6, -2, 9, 1
> CC(C)(C)C(=O)NC1CCN(S(=O)(=O)c2ccc(C(F)(F)F)cc2)CC1
    2, -8, -14, -16[20 µM], -20, -4, -6, -4, 0
> Cn1nc(-c2ccccc2)c2nc3ccccc3nc21
    3, -8, 126*, -10, -166, -11, -4, -146, -156
> NS(=O)(=O)c1cnccc1Nc1ccc(Cl)c(Cl)c1
    -1, -5, -9, -19, -6, -3, -5, 0, 0
> CCOC(=O)N1CCN(C(=O)c2ccc3c(c2)sc2nc(-c4ccccc4)cn23)CC1
    -5, 0, -12, 0, -48, -3, -7, 10, 11
> COc1ccccc1NC(=O)C(=O)NNS(=O)(=O)c1ccc2ccccc2c1
    -3, 5, 5, -12, -5, 5, -10, 0, 2
> O=C(COC(=O)Cc1cccs1)Nc1ccccc1
    6, 3, 3, -22, 3, 5, -10, -2, -1
> OC(COC1CCCCC1)CN1CCN(c2ccccc2)CC1 (centres undefined)
    3, -29, -20, -23[20 µM], -26, 1, -2, -5, 0
> Cn1cc([N+](=O)[O-])c(C(=O)Nc2cc(Oc3ccccc3)cc([N+](=O)[O-])c2)n1
    0, 5, 12, -5, -6, 0, -13, 0, -1
> Cc1csc2ncnc(N3CCN(C(=O)Nc4ccc(OC(F)(F)F)cc4)CC3)c12
    -2, -8, -1, -13, 57*, 0, -6, 2, -1
> NC(=O)C1CCN(C(=O)c2cc(S(=O)(=O)N3CCOCC3)ccc2Cl)CC1
    0, 1, -7, -19, -31, -7, -1, -10, 0
> COC(=O)C1=C(C)N(C(C)C)C(=O)C1(NC(C)=O)C(F)(F)F (centres undefined)
    -4, -10, -24, -9[20 µM], -5, -4, -8, -1, 2
> Cc1oc2ccc(OCc3ccc(F)cc3)cc2c1C(=O)O
    1, 2, -19, -10, -16, 1, -5, 1, 0
